Source: PubChem BioAssay
FBW7 activator – human FBW7 E3 ligase activation, primary screen; AlphaScreen FBW7–phospho-cyclin E peptide binding, activator screen; normalized activity (activation), % at 26.1 µM; hit rate 0.13% among 650,000; in the data active = normalized activity above about 1.9%;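 also: purified mutant Fbw7 with reduced substrate affinity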
Target sequence (Q969H0 whole entry, looked up): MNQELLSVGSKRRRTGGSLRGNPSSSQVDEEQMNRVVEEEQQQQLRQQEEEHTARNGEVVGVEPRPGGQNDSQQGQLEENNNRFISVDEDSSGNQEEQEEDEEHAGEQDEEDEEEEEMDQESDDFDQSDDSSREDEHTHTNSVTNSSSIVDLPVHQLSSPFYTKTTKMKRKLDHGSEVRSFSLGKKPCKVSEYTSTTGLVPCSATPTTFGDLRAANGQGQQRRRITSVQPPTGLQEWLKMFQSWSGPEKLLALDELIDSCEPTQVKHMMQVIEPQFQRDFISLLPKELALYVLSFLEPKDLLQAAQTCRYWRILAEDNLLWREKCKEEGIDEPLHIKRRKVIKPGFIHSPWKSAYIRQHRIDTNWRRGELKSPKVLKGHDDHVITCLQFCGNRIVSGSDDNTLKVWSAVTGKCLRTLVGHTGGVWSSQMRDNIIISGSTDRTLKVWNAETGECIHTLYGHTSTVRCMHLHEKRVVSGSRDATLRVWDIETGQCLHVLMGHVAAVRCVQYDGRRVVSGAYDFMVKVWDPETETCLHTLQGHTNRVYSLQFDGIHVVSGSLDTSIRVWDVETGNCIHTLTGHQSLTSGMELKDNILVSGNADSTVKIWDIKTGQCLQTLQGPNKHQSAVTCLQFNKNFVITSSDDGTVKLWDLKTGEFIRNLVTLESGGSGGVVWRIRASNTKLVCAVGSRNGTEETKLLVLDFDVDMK
MITF inh – inhibitors of human MITF | O75030 | AlphaScreen MITF homodimerization, bead proximity signal | inhibition, % at 2.6 µM | hit rate 0.91% among 650,000 | AID 1259374; in the data active = inhibition above about 50%;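 also: 0% = vehicle wells with protein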
TEAD-YAP block – TEAD-YAP interaction inhibition. hit rate 1.4% among 640,000. inhibition, % at 9.12 µM. HEK-TIYL cells, TEAD-Gal4/YAP UAS-luciferase luminescence; in the data active = inhibition above about 32%;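 also: 0% = median of test compound wells and 100% = reference inhibitor wells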
GPR151 ag – activators of human GPR151; Q8TDV0; PathHunter beta-arrestin GPR151 cells, luminescence; activation, % at 11.2 µM; hit rate 1% among 650,000; in the data active = activation above about 4.9%;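 also: 0% = median of compound wells and 100% = cells with positive control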
Target sequence (Q8TDV0 whole entry, looked up): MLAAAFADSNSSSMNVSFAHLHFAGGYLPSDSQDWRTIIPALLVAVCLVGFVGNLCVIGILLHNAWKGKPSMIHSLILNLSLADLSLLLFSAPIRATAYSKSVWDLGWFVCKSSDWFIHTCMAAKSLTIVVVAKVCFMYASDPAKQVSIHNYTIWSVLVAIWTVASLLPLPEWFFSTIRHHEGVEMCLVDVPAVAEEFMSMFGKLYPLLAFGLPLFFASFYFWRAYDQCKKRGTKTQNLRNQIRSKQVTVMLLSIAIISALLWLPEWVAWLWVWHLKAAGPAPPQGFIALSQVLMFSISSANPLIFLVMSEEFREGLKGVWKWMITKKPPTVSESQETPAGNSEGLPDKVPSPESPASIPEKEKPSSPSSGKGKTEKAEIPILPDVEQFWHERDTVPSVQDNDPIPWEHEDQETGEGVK
Starred values were filed as active, the others as inactive. The order is random, and some 3.5% of all compounds hit somewhere here.

SMILES	FBW7 activator	MITF inh	TEAD-YAP block	GPR151 ag
CCOc1ccc(NC(=O)C2CCN(S(=O)(=O)c3ccc(Br)cc3)CC2)cc1	-0.1	-2	5	2.1
CCN(Cc1cnn(C)c1)C(=O)CC1C(=O)NCCN1Cc1ccccc1C (stereo not given)	0.7	19	4	4.8
COC(=O)c1cc(S(=O)(=O)N2CCCc3ccccc32)cn1C	-0.1	2	11	0.7
COc1ccc(OC)c(C2C(C#N)=C(C)NC3=C2C(=O)CC(c2ccc(Cl)cc2)C3)c1 (stereo not given)	0.2	-11	8	1.2
COc1cccc(/C=c2/sc3nc4cc(C)c(C)cc4n3c2=O)c1OC	0.2	5	21	2.4
CCOc1ccc(CCNS(=O)(=O)c2c(C)n[nH]c2C)cc1OCC	0.2	5	6	5.6*
CCOc1ccc(C2Oc3ccccc3C3CC(c4cccs4)=NN32)cc1OCC (stereo not given)	-0.1	2	-27	0.3
CCOC(=O)c1cccc2c3c([nH]c12)C(C(=O)OCC)CCC3 (stereo not given)	-0.1	-9	-4	5.0*
COc1cccc(NC(=O)CSc2nc3nc(C)c(Cc4cccc(Cl)c4)c(C)n3n2)c1	-0.2	7	6	3.2
CCOC(=O)c1c(NCCc2ccccc2)c2ccccc2[nH]c1=O	0.0	7	6	-0.7
O=C(CC12CC3CC(CC(C3)C1)C2)Nc1ccc(S(=O)(=O)NC2=NCCCCC2)cc1	0.6	1	1	-0.4
C=C(C)Cn1c(SCC(=O)Nc2ccccc2C)nc2sc3c(c2c1=O)CCCC3	0.1	20	0	0.1
Cc1cc(C)n(CC(=O)Nc2ccc(Cl)nc2)n1	0.0	14	10	-1.1
CC(C)NC(=O)CCc1nc2cccnc2n1-c1ccccc1	0.1	-6	0	0.4
CCOc1ccc(CC(=O)N2CCC(c3ncncc3-c3ccncc3)CC2)cc1	0.0	-2	-11	0.8
CCCOc1ccc(C2NC(=O)NC(C)=C2C(=O)OCCc2ccccc2)cc1 (stereo not given)	0.1	11	0	-0.6
CCOC(=O)c1c(CN2CCN(C)CC2)oc2ccc(O)cc12	-0.1	0	-1	1.0
O=C(NCc1ccco1)c1ccc2c(c1)OCCO2	-0.2	-8	-23	-0.8
CN1CCN(c2c([N+](=O)[O-])c(=O)oc3ccc([N+](=O)[O-])cc23)CC1	0.0	10	5	-1.3
COc1ccccc1CCNC(=O)c1ccc(Br)s1	0.1	7	-8	0.0
N#CC(C(=O)c1ccc(=O)oc1)c1nc(-c2ccc(Br)cc2)cs1 (stereo not given)	0.2	17	0	-0.9
O=C(CN1C(=O)NC2(CCOc3ccccc32)C1=O)Nc1nccs1 (stereo not given)	-0.3	7	1	-0.1
CC(C)(C)c1ccc(C(=O)NCC(=O)NNC(=S)Nc2ccccc2)cc1	0.0	8	2	-1.0
NC(=O)C1(N2CCCCC2)CCN(S(=O)(=O)c2ccc(-c3ccccc3)cc2)CC1	0.4	10	5	0.5
Cc1c(NC(=O)c2cc3nc(-c4ccccc4)cc(C)n3n2)c(=O)n(-c2ccccc2)n1C	-0.1	-6	3	0.8

One compound at a time, from the list above:
Entry for `Cc1cc(C)n(CC(=O)Nc2ccc(Cl)nc2)n1` = FBW7 activator: 0.0; MITF inh: 14; TEAD-YAP block: 10; GPR151 ag: -1.1
Entry for `CCOC(=O)c1cccc2c3c([nH]c12)C(C(=O)OCC)CCC3` (stereo not given) = FBW7 activator: -0.1; MITF inh: -9; TEAD-YAP block: -4; GPR151 ag: 5.0*
Entry for `CCOc1ccc(C2Oc3ccccc3C3CC(c4cccs4)=NN32)cc1OCC` (stereo not given) = FBW7 activator: -0.1; MITF inh: 2; TEAD-YAP block: -27; GPR151 ag: 0.3

The main list resumes; the five compounds before the break are reprinted first.
SMILES	FBW7 activator	MITF inh	TEAD-YAP block	GPR151 ag
N#CC(C(=O)c1ccc(=O)oc1)c1nc(-c2ccc(Br)cc2)cs1 (stereo not given)	0.2	17	0	-0.9
O=C(CN1C(=O)NC2(CCOc3ccccc32)C1=O)Nc1nccs1 (stereo not given)	-0.3	7	1	-0.1
CC(C)(C)c1ccc(C(=O)NCC(=O)NNC(=S)Nc2ccccc2)cc1	0.0	8	2	-1.0
NC(=O)C1(N2CCCCC2)CCN(S(=O)(=O)c2ccc(-c3ccccc3)cc2)CC1	0.4	10	5	0.5
Cc1c(NC(=O)c2cc3nc(-c4ccccc4)cc(C)n3n2)c(=O)n(-c2ccccc2)n1C	-0.1	-6	3	0.8
CCOC(=O)c1c(NC(=O)C23CC4CC(CC(C4)C2)C3)sc2c1CCC(C)C2 (stereo not given)	0.0	3	2	1.8
Brc1ccccc1OCCNCc1ccccc1	-0.2	49	2	0.4
CC(C)n1cnc2c(NCCN3CCOCC3)nc(Nc3ccc(N4CCOCC4)cc3)nc21	0.0	-3	-2	-1.4
Cc1ccc(C)c(NC(=O)Cn2c(=O)oc3cc(S(=O)(=O)NC4CCCC4)ccc32)c1	-0.1	18	9	-0.5
CC(C(=O)N[C@@H](C)Cn1nc(-c2cccs2)oc1=O)c1ccccc1 (stereo not given in full)	-0.1	3	-6	1.3
O=C(CCN=C1NS(=O)(=O)c2ccccc21)NNC(=O)c1cc(-c2ccccc2)n[nH]1	-0.3	8	1	-0.3
COC(=O)C12CCC(C)(C(OC(=O)c3cc4ccccc4oc3=O)C1)C2(C)C (stereo not given)	0.1	-10	-27	-0.9
COc1ccc(C)cc1Nc1cnn(C23CC4CC(CC(C(=O)O)(C4)C2)C3)c(=O)c1Cl	0.2	6	-3	-0.3
Cc1cnc(CNC(=O)CC2C(=O)NCCN2Cc2ccccc2C(F)(F)F)cn1 (stereo not given)	0.2	-1	-2	-0.7
C=CCNc1nc(-c2ccc([N+](=O)[O-])cc2)nc2ccccc12	0.3	9	1	0.5
CCOC(=O)c1c(NC(=O)Cn2cc(C=O)c3ccccc32)sc(C)c1C	-0.1	-12	1	-0.7
COc1ccc(N2CCN(C(=O)CSc3nnc(C)c(=O)[nH]3)CC2)cc1	-0.2	-11	-6	0.2
Cc1ccc(NC(=O)COc2ccccc2)cc1C	-0.1	-12	-66	-1.3
Cc1ccc(NC(=O)CN2C(=O)N/C(=C/c3ccc(C)o3)C2=O)cc1	-0.1	21	-1	0.0
CN(C(=O)c1ccsc1)C(Cc1ccccc1)C1CCN(C(=O)c2cnccn2)CC1 (stereo not given)	0.0	0	-19	1.1
COc1ccc(N2CCN(C(=O)c3ccc(N4CC5CC(C4)c4cccc(=O)n4C5)c(NC(=O)c4cc5ccccc5oc4=O)c3)CC2)cc1 (stereo not given)	-0.1	-4	-4	-1.3
CCOc1ccc(S(=O)(=O)N(CC(=O)Nc2cccc3ccccc23)c2ccc(C)cc2)cc1	0.1	3	8	0.3
O=C(O)c1ccccc1SC1CC(=O)N(c2ccc([N+](=O)[O-])cc2)C1=O (stereo not given)	-0.1	16	2	-1.2
CC(C)CC1NC(=O)N(CC(=O)Nc2ccc(Oc3ccccc3)cc2)C1=O (stereo not given)	0.0	-1	3	-1.1
COCCNc1ncnc2sc3c(c12)CCCC3	-0.2	-2	2	-0.6
COc1cc(S(=O)(=O)N2CCCCCC2)c(OC)cc1Cl	0.3	-4	-5	-0.6
CCOc1ccc(NC(=O)CCn2c(=O)oc3ccccc32)cc1	0.2	-7	-5	1.1
O=C(/C=N/O)Nc1cccc(C(=O)O)c1	-0.1	4	5	-4.4
Cc1onc(-c2ccccc2Cl)c1C(=O)Oc1ccc(OC(=O)c2c(-c3ccccc3Cl)noc2C)cc1	-0.1	5	6	0.3
COc1ccccc1NC(=O)CC(NCCCO)C(=O)O (stereo not given)	0.0	18	8	0.3
SMILES	FBW7 activator	MITF inh	TEAD-YAP block	GPR151 ag
Cc1ccc(CN(C(=O)c2csnn2)C(C(=O)NC(C)(C)C)c2ccccc2)cc1 (stereo not given)	0.2	11	-2	-0.9
Cc1cnc(Nc2cccc(N(C)C)c2)nc1NCCc1ccc(O)cc1	-0.1	-1	12	0.2
COc1cc(NC(=O)CSc2nc(C)cc(C)n2)cc(OC)c1OC	0.0	-1	-2	1.3
Cc1sc2ncn(CC(=O)N3CCN(Cc4ccccc4)CC3)c(=O)c2c1S(=O)(=O)N1CCOCC1	0.0	4	-7	0.0
Cc1cccc(-c2nc3s/c(=C4\C(=O)N(C)c5ccccc54)c(=O)n3n2)c1	0.1	1	-3	1.5
Cc1cc(Cl)c(S(=O)(=O)N(C)c2ccccc2)cc1OCC(N)=O	0.4	7	9	-1.1
CCOc1cccc2c1OC1(C)CC2NC(=S)N1 (stereo not given)	-0.1	7	-4	1.2
C=CCNC(=O)C(=O)Nc1ccc(Cl)c(C(F)(F)F)c1	0.0	4	-11	-0.3
Cc1nn(C)c(C)c1-c1nc(NCc2cccnc2)c2ncn(C(C)C)c2n1	0.1	9	-10	2.0
COCC(=O)Nc1cnn(-c2cccc(C(=O)NCc3ccc4c(c3)CCCN4C)c2)c1	0.4	4	5	1.3
COc1nc(N2CCCCC2)[nH]c(=O)n1	0.0	11	-3	1.4
COc1cccc(C(=O)N[C@H]2C[C@H]3C(=O)N[C@@H](Cc4ccc(Cl)cc4)C(=O)N3C2)c1	0.0	-10	-5	0.8
COc1cc(NS(=O)(=O)c2ccc(NC(=O)c3cc(Cl)cc(Cl)c3)cc2)nc(OC)n1	-0.1	3	10	-0.4
CCOC(=O)C1=C(c2ccccc2)N=c2s/c(=C\c3cc(OC)ccc3OC)c(=O)n2C1c1ccc2c(c1)OCO2 (stereo not given)	-0.1	8	10	0.5
O=S(=O)(NCCc1ccncc1)c1ccc(S(=O)(=O)N2CCCCCC2)cc1	0.3	-8	-8	0.1
CC(C)N(CCNc1nc(NC2CCC(O)CC2)nc2c1ncn2C1CCCCC1)C(C)C (stereo not given)	0.0	9	18	0.0
CCCCOc1ccc(C(=O)Nc2sc3c(c2C#N)CCCC3)cc1	0.1	-5	5	1.4
Cc1ccc(C)c(S(=O)(=O)NC(C)C(=O)Nc2ccc(Br)cc2F)c1 (stereo not given)	-0.2	6	5	1.2
CCCOc1ccccc1C1C(C(=O)OC)=C(C)NC2=C1C(=O)CC(C)(C)C2 (stereo not given)	0.0	-3	7	0.6
CCOc1ccc(C2C=C(c3cccs3)Nc3ncnn32)cc1OC (stereo not given)	0.0	-8	-8	-1.6
CC(=O)Nc1cccc(-c2nc3ncccn3c2C)c1	-0.2	0	-4	-0.1
O=C(O)COc1ccccc1/C=N\N1CCN(c2ccccn2)CC1	-0.2	3	-8	0.3
COc1ccccc1C1(C)CCc2oc3ccc(C)cc3c2-c2oc(C)cc21 (stereo not given)	-0.1	-3	10	0.8
CN1C(C(=O)N2CCN(Cc3ccccc3)CC2)CC(c2cccs2)NS1(=O)=O (stereo not given)	-0.2	0	0	1.7
CCN(Cc1ccccc1)C(=O)Cn1ncc2c3ccccc3n(C)c2c1=O	-0.1	-10	-2	0.4
SMILES	FBW7 activator	MITF inh	TEAD-YAP block	GPR151 ag
COCCn1nnnc1C(C(C)C)N1CCC(C(N)=O)CC1 (stereo not given)	0.2	3	9	0.9
CC1CCC2(CC1)NC(=O)N(CN1CCN(C(=O)C3CCCO3)CC1)C2=O (stereo not given)	0.0	0	0	-1.7
C=CCOc1ccc(/C=C2/C(=O)N(c3ccccc3)N=C2C)cc1OCC	-0.6	28	9	-0.1
CCCC1C(C#N)=C(SCC(=O)c2ccc(Br)cc2)NC(C)=C1C(C)=O (stereo not given)	0.1	4	10	2.2
Cc1cc(C)n(-c2ncnc3sc4c(c23)CCC(C)C4)n1 (stereo not given)	0.1	-4	-4	-1.4
NC(=O)CSCC(=O)Nc1ccc2ccccc2c1	0.0	2	-30	-1.4
COC(=O)CCC(=O)NNC(=O)c1cccc(Cl)c1	-0.1	8	-5	0.4
COCCn1cc(C(=O)N2CCN(c3ccccn3)CC2)c2c3ccccc3n(C)c2c1=O	0.1	4	5	-0.2
O=C(NC1CCCCCC1)c1nnc(Cc2cccc(Cl)c2)o1	0.5	-2	-12	0.3
C/C(Cl)=C/Cn1c(SCC(C)O)nc2c1c(=O)[nH]c(=O)n2C (stereo not given)	1.3	16	-6	-0.8
COc1ccc(-c2nc(NCCN3CCOCC3)c3ncn(C4CCCCC4)c3n2)cn1	0.1	7	11	-0.9
CCCCCOc1ccc(OC(=O)c2ccncc2)cc1	0.1	19	-8	-0.5
CC(NCC(O)COc1ccccc1)C1COc2ccccc2O1 (stereo not given)	0.8	14	3	-0.1
O=C(Cn1nc(-c2ccc3c(c2)OCCO3)ccc1=O)Nc1ccc2c(c1)OCCO2	0.0	21	12	-1.6
O=C(Nc1cc(NC(=O)c2ccccc2Br)ccc1Cl)c1ccccc1	0.1	-4	-9	0.4
CCOc1ccc(C(=O)NCCCN2CCCC2=O)cc1	-0.2	-7	-5	0.0
Cc1nc(N2CCN(c3ccccn3)CC2)c2c(C)c(C(=O)Nc3ccc(Cl)cn3)sc2n1	0.3	-5	-11	1.4
CCCNc1nc(N2CCOCC2)nc2c1ncn2-c1ccccc1	-0.1	15	-4	0.1
CCOC(=O)c1oc2ccc(O)c(CN(C)C)c2c1C	-0.1	-7	4	0.4
CCOC(=O)c1ccc(NC(=S)NCCCn2nc(C)c(Br)c2C)cc1	0.9	17	9	-1.2
O=C(O)c1ccc(N=Cc2ccc(O)cc2O)cc1	0.1	6	6	0.2
COc1ccc(C(=O)COC(C)=O)cc1	-0.2	3	2	0.2

Exported with two lines to a compound: part of the list above
The line under a structure holds: FBW7 activator | MITF inh | TEAD-YAP block | GPR151 ag
- NC(=O)CSCC(=O)Nc1ccc2ccccc2c1
    0.0 | 2 | -30 | -1.4
- COC(=O)CCC(=O)NNC(=O)c1cccc(Cl)c1
    -0.1 | 8 | -5 | 0.4

As entered above.
Under FBW7 activator, CCOC(=O)c1ccc(NC(=S)NCCCn2nc(C)c(Br)c2C)cc1 is listed with 0.9
Under FBW7 activator, CC1CCC2(CC1)NC(=O)N(CN1CCN(C(=O)C3CCCO3)CC1)C2=O (stereo not given) is listed with 0.0
Under FBW7 activator, O=C(Nc1cc(NC(=O)c2ccccc2Br)ccc1Cl)c1ccccc1 is listed with 0.1
